RBBP9 inhibitor – human RBBP9 hydrolase inhibition; recombinant RBBP9, FP-Rh probe fluorescence polarization; inhibition, % at 7.94 µM; 220,000 tested, 0.2% active; AID 1515;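 active means inhibition above the campaign mean of all tested compounds plus 3 SD, cut at about 14% in these data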;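 further: plate controls were DMSO wells with RBBP9 for no effect and wells lacking RBBP9 protein for full effect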
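Test system: recombinant human RBBP9; Timing: 30 min then 45 min, 25 °C; Detection: fluorescence polarization; Control set: RBBP9 with DMSO as uninhibited control, no-protein wells as full inhibition; Compound dosing: one concentration, 7.94 µM nominal, 0.794% DMSO; Probe or stimulus: FP-Rh activity-based probe, 375 nM before mixing.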
NPY-Y1 antag – antagonists of human neuropeptide Y receptor Y1; HEK293-CNG Y1 cells, membrane potential fluorescence; NPY at EC95, then isoproterenol; inhibition, % at 3.6 µM; 200,000 tested, 1% active; AID 1040;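 active means inhibition above the campaign mean inhibition of all tested compounds plus 3 SD, cut at about 20% in these data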;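 further: 0% = DMSO wells given NPY plus isoproterenol and 100% = isoproterenol alone without NPY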
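System: HEK293 cells with Y1 receptor plus CNG channel / Probe or stimulus: NPY 25 nM then isoproterenol 1 µM plus Ro 20-1724 25 µM / Compound: one concentration, 3.6 µM, in 0.4% DMSO / Schedule: compound incubation 1 h at room temperature, readout 45 min post-stimulation / Measured by: membrane potential fluorescence / Read-out: % inhibition of NPY effect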
NPY1 pot ag – human NPY-Y1 potentiation or agonism, primary screen; NPY-Y1 expressing cells, potentiator/agonist activation; activation, % at 3.6 µM; 220,000 tested, 0.37% active; AID 1304; in the data active means activation above about 33%, passing the limit was not always enough;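 further: cells stimulated with NPY at EC10 then isoproterenol at EC100; 0% = low agonist plus stimulus and 100% = saturating agonist plus stimulus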
S1P4 antag – human S1P4 receptor antagonism. O95977. S1P4-expressing cells, antagonist mode, reporter read-out. inhibition, % at 4.98 µM. 220,000 tested, 0.26% active; in the data active means inhibition above about 29%;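 further: 0% = wells stimulated with agonist and 100% = vehicle wells without agonist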
Target sequence (O95977 whole entry, looked up): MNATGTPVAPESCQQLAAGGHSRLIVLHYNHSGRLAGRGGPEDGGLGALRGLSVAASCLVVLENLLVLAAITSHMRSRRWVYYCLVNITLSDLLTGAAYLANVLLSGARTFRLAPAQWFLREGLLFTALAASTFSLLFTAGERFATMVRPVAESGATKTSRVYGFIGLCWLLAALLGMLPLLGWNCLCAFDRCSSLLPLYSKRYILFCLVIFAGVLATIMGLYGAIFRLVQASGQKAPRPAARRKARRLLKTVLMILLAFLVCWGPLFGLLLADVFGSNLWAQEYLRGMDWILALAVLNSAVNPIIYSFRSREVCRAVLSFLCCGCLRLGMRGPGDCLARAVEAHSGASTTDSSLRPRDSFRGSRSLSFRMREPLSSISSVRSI
BaF3 tox – parental Ba/F3 viability inhibition as JAK2V617F counter-screen | inhibition, % at 5.6 µM | 220,000 tested, 1.1% active | CellTiter-Glo ATP luminescence | AID 1486;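 active means inhibition above a per-campaign cutoff, the mean inhibition of all tested compounds plus 3 SD, cut at about 27% in these data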;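 further: 0% = DMSO wells and 100% = JAK Inhibitor I control wells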
Ba/F3 V617F tox – loss of viability in JAK2V617F-driven Ba/F3 cells; Ba/F3 EpoR-JAK2V617F viability, ATP luminescence; inhibition, % at 5.6 µM; 220,000 tested, 1.1% active; AID 1446;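 active means inhibition above the campaign mean plus 3 SD over all tested compounds, cut at about 24% in these data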;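 further: cytokine-independent growth of Ba/F3 cells driven by EpoR plus mutant JAK2; 0% = DMSO-treated cells and 100% = JAK inhibitor I control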
S1P4 agonist – activates the human S1P4 receptor; S1P4-expressing cell line, agonist reporter assay; AID 1509; 220,000 tested, 0.35% active; O95977; activation, % at 4.98 µM; in the data active means activation above about 11%;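 further: 0% = DMSO vehicle and 100% = reference agonist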
Runt-CBFb FRET – blocks binding of human RUNX1 Runt domain to CBFb; Q01196+Q13951; 220,000 tested, 0.46% active; Cerulean-Runt/Venus-CBFb FRET ratio 530/480, 1 h; inhibition, % at 20 µM;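 active means inhibition over about 50% at 20 µM in the single-dose screen, limit read from the data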;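 further: 0% = DMSO wells and 100% = excess unlabeled CBFb competitor control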
Target sequence (Q01196 whole entry, looked up, the tested form may be a part): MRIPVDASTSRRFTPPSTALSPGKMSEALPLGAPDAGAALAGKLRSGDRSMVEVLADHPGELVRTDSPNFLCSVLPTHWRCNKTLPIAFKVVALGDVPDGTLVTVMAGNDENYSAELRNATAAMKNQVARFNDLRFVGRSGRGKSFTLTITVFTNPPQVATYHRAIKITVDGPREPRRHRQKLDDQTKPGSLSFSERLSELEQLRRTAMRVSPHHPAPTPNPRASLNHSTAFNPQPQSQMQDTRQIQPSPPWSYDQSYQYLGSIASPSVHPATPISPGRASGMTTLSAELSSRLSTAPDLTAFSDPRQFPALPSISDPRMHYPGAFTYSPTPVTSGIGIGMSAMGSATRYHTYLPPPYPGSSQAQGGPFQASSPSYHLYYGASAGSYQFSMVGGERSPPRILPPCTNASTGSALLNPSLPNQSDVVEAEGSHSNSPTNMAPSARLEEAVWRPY
Target sequence (Q13951 whole entry, looked up, the tested form may be a part): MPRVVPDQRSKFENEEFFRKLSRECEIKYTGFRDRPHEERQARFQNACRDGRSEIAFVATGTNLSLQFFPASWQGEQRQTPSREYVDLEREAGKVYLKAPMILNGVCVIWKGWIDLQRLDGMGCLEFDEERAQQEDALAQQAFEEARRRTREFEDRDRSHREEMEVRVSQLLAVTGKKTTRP
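Assay system: Cerulean-Runt domain fusion protein, energy donor; Signal: fluorescence energy transfer, 422 nm excitation, 530/480 nm emission; Timing: 1 h compound exposure, room temperature; Control set: unlabeled CBFb; Medium: Tris buffer pH 7.5 with salts and BSA; Compound: single test concentration of 20 µM, 1% DMSO final; Probe or stimulus: Venus-CBFb 100 nM.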
NPY2 pot ag – potentiates or activates human NPY-Y2 receptor | AID 1359 | activation, % at 3.6 µM | 220,000 tested, 0.45% active | P49146 | cells expressing NPY-Y2, potentiator/agonist read-out; in the data active means activation above about 27%;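 further: cells stimulated with NPY near EC25 plus isoproterenol at EC100; 0% = vehicle plus submaximal agonist and 100% = vehicle plus saturating agonist; some results beyond the cut were filed as inactive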
An asterisk follows results filed as active.

What do the screens show for `O=C(O)CN1C(=O)SC(Nc2ccccc2C(=O)O)C1=O` (configuration not stated)?
RBBP9 inhibitor: 1; NPY-Y1 antag: -3; NPY1 pot ag: 12; S1P4 antag: -12; BaF3 tox: 3; Ba/F3 V617F tox: -4; S1P4 agonist: -0.1; Runt-CBFb FRET: 8; NPY2 pot ag: 10

What do the screens show for `O=S(=O)(c1ccccc1)c1cnn(-c2ccccc2)c1-c1ccc(F)cc1`?
RBBP9 inhibitor: -7; NPY-Y1 antag: 4; NPY1 pot ag: 8; S1P4 antag: -2; BaF3 tox: 1; Ba/F3 V617F tox: -6; S1P4 agonist: 1.2; Runt-CBFb FRET: 0; NPY2 pot ag: -4

Results for Cc1ccc2cc(C(c3nnnn3C3CCCC3)N3CCN(c4ccccc4)CC3)c(=O)[nH]c2c1 (configuration not stated) ?
RBBP9 inhibitor: 1; NPY-Y1 antag: 1; NPY1 pot ag: -4; S1P4 antag: 6; BaF3 tox: 3; Ba/F3 V617F tox: 5; S1P4 agonist: -2.8; Runt-CBFb FRET: 10; NPY2 pot ag: -16

How did CC(C)CCOC(=O)C[N+](C)(C)CCOC1CC2CCC1(C)C2(C)C (configuration not stated) do in these assays?
RBBP9 inhibitor: 4; NPY-Y1 antag: 10; NPY1 pot ag: -41; S1P4 antag: 1; BaF3 tox: 76*; Ba/F3 V617F tox: 90*; S1P4 agonist: 2.6; Runt-CBFb FRET: -3; NPY2 pot ag: -18

Results for CC(C)(C)OC(=O)N1CC(O)CC1C(=O)OCC(=O)c1ccc(-c2ccccc2)cc1 (configuration not stated) ?
RBBP9 inhibitor: -2; NPY-Y1 antag: 0; NPY1 pot ag: -3; S1P4 antag: -6; BaF3 tox: 6; Ba/F3 V617F tox: 1; S1P4 agonist: 0.4; Runt-CBFb FRET: -15; NPY2 pot ag: 5

How did Cc1ccc(C(=O)CSc2nc3ccccc3o2)cc1 do in these assays?
RBBP9 inhibitor: 2; NPY-Y1 antag: 18; NPY1 pot ag: -25; S1P4 antag: -4; BaF3 tox: 2; Ba/F3 V617F tox: -1; S1P4 agonist: 2.1; Runt-CBFb FRET: -1; NPY2 pot ag: -23

Results for Cc1ccc(Cl)c(NC(=O)CN2CCN(C=O)CC2)c1 ?
RBBP9 inhibitor: 1; NPY-Y1 antag: -2; NPY1 pot ag: -5; S1P4 antag: 3; BaF3 tox: 6; Ba/F3 V617F tox: -1; S1P4 agonist: 3.0; Runt-CBFb FRET: 2; NPY2 pot ag: -2

How did O=C(CCN1C(=O)S/C(=C\c2cccs2)C1=O)NC1=NCCS1 do in these assays?
RBBP9 inhibitor: -3; NPY-Y1 antag: 1; NPY1 pot ag: 3; S1P4 antag: -8; BaF3 tox: 6; Ba/F3 V617F tox: 0; S1P4 agonist: 1.0; Runt-CBFb FRET: 1; NPY2 pot ag: 11

Results for O=C(Nc1ccon1)c1ccc(Cl)s1 ?
RBBP9 inhibitor: -3; NPY-Y1 antag: 1; NPY1 pot ag: 6; S1P4 antag: -8; BaF3 tox: 1; Ba/F3 V617F tox: -5; S1P4 agonist: -3.5; Runt-CBFb FRET: -2; NPY2 pot ag: -1

How did CC(=O)c1c(C)[nH]c(C(=O)N2CCN(c3ncccn3)CC2)c1C do in these assays?
RBBP9 inhibitor: 4; NPY-Y1 antag: 2; NPY1 pot ag: 14; S1P4 antag: -8; BaF3 tox: 2; Ba/F3 V617F tox: -5; S1P4 agonist: 0.6; Runt-CBFb FRET: 2; NPY2 pot ag: -6

Results for COC(=O)c1ccc2nc(NC(=O)C(C)C)sc2c1 ?
RBBP9 inhibitor: -15; NPY-Y1 antag: -4; NPY1 pot ag: -1; S1P4 antag: -9; BaF3 tox: 2; Ba/F3 V617F tox: 3; S1P4 agonist: -0.2; Runt-CBFb FRET: -1; NPY2 pot ag: 6

Results for COc1ccc(-c2nnc(N(C)C(=O)c3ccno3)s2)cc1 ?
RBBP9 inhibitor: -6; NPY-Y1 antag: 0; NPY1 pot ag: -4; S1P4 antag: -27; BaF3 tox: 0; Ba/F3 V617F tox: 0; S1P4 agonist: 4.1; Runt-CBFb FRET: 2; NPY2 pot ag: -19

Random excerpt: two entries already listed.
How did CC(C)CCOC(=O)C[N+](C)(C)CCOC1CC2CCC1(C)C2(C)C (configuration not stated) do in these assays?
RBBP9 inhibitor: 4; NPY-Y1 antag: 10; NPY1 pot ag: -41; S1P4 antag: 1; BaF3 tox: 76*; Ba/F3 V617F tox: 90*; S1P4 agonist: 2.6; Runt-CBFb FRET: -3; NPY2 pot ag: -18

Results for CC(C)(C)OC(=O)N1CC(O)CC1C(=O)OCC(=O)c1ccc(-c2ccccc2)cc1 (configuration not stated) ?
RBBP9 inhibitor: -2; NPY-Y1 antag: 0; NPY1 pot ag: -3; S1P4 antag: -6; BaF3 tox: 6; Ba/F3 V617F tox: 1; S1P4 agonist: 0.4; Runt-CBFb FRET: -15; NPY2 pot ag: 5

2 consecutive compounds already listed, quoted:
What do the screens show for `O=S(=O)(c1ccccc1)c1cnn(-c2ccccc2)c1-c1ccc(F)cc1`?
RBBP9 inhibitor: -7; NPY-Y1 antag: 4; NPY1 pot ag: 8; S1P4 antag: -2; BaF3 tox: 1; Ba/F3 V617F tox: -6; S1P4 agonist: 1.2; Runt-CBFb FRET: 0; NPY2 pot ag: -4

Results for Cc1ccc2cc(C(c3nnnn3C3CCCC3)N3CCN(c4ccccc4)CC3)c(=O)[nH]c2c1 (configuration not stated) ?
RBBP9 inhibitor: 1; NPY-Y1 antag: 1; NPY1 pot ag: -4; S1P4 antag: 6; BaF3 tox: 3; Ba/F3 V617F tox: 5; S1P4 agonist: -2.8; Runt-CBFb FRET: 10; NPY2 pot ag: -16

Continued.
Results for Cc1cc(NC(=O)Cc2ccccc2)no1 ?
RBBP9 inhibitor: -5; NPY-Y1 antag: -2; NPY1 pot ag: -29; S1P4 antag: -14; BaF3 tox: 7; Ba/F3 V617F tox: 2; S1P4 agonist: 0.0; Runt-CBFb FRET: 0; NPY2 pot ag: -8

Results for COc1ccc(NS(=O)(=O)c2ccc(Br)s2)cc1OC ?
RBBP9 inhibitor: 0; NPY-Y1 antag: -4; NPY1 pot ag: -8; S1P4 antag: 1; BaF3 tox: 1; Ba/F3 V617F tox: -1; S1P4 agonist: 0.6; Runt-CBFb FRET: 3; NPY2 pot ag: 17

What do the screens show for `CC(C)C1=C2OC(N)=C(C#N)C(C#N)=C2C(C)CC1` (configuration not stated)?
RBBP9 inhibitor: 2; NPY-Y1 antag: 6; NPY1 pot ag: 2; S1P4 antag: -8; BaF3 tox: 7; Ba/F3 V617F tox: 7; S1P4 agonist: 0.1; Runt-CBFb FRET: 5; NPY2 pot ag: -11

Results for CCOc1cc(C=O)ccc1OCC(=O)NC(C)(C)C ?
RBBP9 inhibitor: -5; NPY-Y1 antag: 2; NPY1 pot ag: 9; S1P4 antag: 7; BaF3 tox: 3; Ba/F3 V617F tox: -2; S1P4 agonist: -1.6; Runt-CBFb FRET: 0; NPY2 pot ag: -19

Results for Cc1cc(Oc2ccc([N+](=O)[O-])cc2)nc(N2CCOCC2)n1 ?
RBBP9 inhibitor: -2; NPY1 pot ag: 4; S1P4 antag: 1; BaF3 tox: -2; Ba/F3 V617F tox: 0; S1P4 agonist: 0.1; Runt-CBFb FRET: 1; NPY2 pot ag: 10

What do the screens show for `Cc1ccc2nc(N(CCN(C)C)C(=O)/C=C/c3cccs3)sc2c1`?
RBBP9 inhibitor: -9; NPY-Y1 antag: 6; NPY1 pot ag: 17; S1P4 antag: -4; BaF3 tox: 7; Ba/F3 V617F tox: 4; S1P4 agonist: 0.9; Runt-CBFb FRET: -7; NPY2 pot ag: 52*

Results for COCCn1c(-c2ccccc2)csc1=Nc1cccnc1 ?
RBBP9 inhibitor: 1; NPY-Y1 antag: 2; NPY1 pot ag: 6; S1P4 antag: -31; BaF3 tox: 15; Ba/F3 V617F tox: -3; S1P4 agonist: 1.8; Runt-CBFb FRET: -2; NPY2 pot ag: -1

What do the screens show for `Nc1nnc(SCC(=O)c2ccco2)s1`?
RBBP9 inhibitor: -7; NPY-Y1 antag: 5; NPY1 pot ag: 16; S1P4 antag: 5; BaF3 tox: -4; Ba/F3 V617F tox: 1; S1P4 agonist: -0.6; Runt-CBFb FRET: 4; NPY2 pot ag: -4

How did CCOC(=O)CNC(=O)CSc1nnc(-c2ccco2)n1Cc1ccco1 do in these assays?
RBBP9 inhibitor: -2; NPY-Y1 antag: 0; NPY1 pot ag: 12; S1P4 antag: -5; BaF3 tox: 4; Ba/F3 V617F tox: -4; S1P4 agonist: 0.2; Runt-CBFb FRET: 12; NPY2 pot ag: -2

What do the screens show for `Cc1cc2[nH]ncc2cc1NC(N)=S`?
RBBP9 inhibitor: 6; NPY-Y1 antag: -1; NPY1 pot ag: 10; S1P4 antag: -11; BaF3 tox: 9; Ba/F3 V617F tox: 2; S1P4 agonist: 2.0; Runt-CBFb FRET: 1; NPY2 pot ag: 2

How did Cc1c(C(=O)Nc2ccccc2)sc2nc(-c3ccccc3)cn12 do in these assays?
RBBP9 inhibitor: -18; NPY-Y1 antag: 1; NPY1 pot ag: -14; S1P4 antag: -12; BaF3 tox: 3; Ba/F3 V617F tox: -1; S1P4 agonist: 0.8; Runt-CBFb FRET: -2; NPY2 pot ag: -19

What do the screens show for `O=C(Nc1ccc(Cl)cc1)N(Cc1nc2ccccc2c(=O)[nH]1)Cc1cccs1`?
RBBP9 inhibitor: -5; NPY-Y1 antag: -3; NPY1 pot ag: -32; S1P4 antag: -23; BaF3 tox: 6; Ba/F3 V617F tox: 4; S1P4 agonist: 1.1; Runt-CBFb FRET: 2; NPY2 pot ag: 11

How did Cc1ccc(-c2cc(=O)c3cc(C)ccc3[nH]2)cc1 do in these assays?
RBBP9 inhibitor: -11; NPY-Y1 antag: 7; NPY1 pot ag: -10; S1P4 antag: 4; BaF3 tox: 7; Ba/F3 V617F tox: 2; S1P4 agonist: 0.8; Runt-CBFb FRET: 0; NPY2 pot ag: -2

Results for Cn1c2ccccc2c2c(C(=O)N3CCN(c4ccc(F)cc4)CC3)cn(C3CCCC3)c(=O)c21 ?
RBBP9 inhibitor: -3; NPY-Y1 antag: 8; NPY1 pot ag: -37; S1P4 antag: 4; BaF3 tox: 8; Ba/F3 V617F tox: 1; S1P4 agonist: -1.2; Runt-CBFb FRET: -4; NPY2 pot ag: -35

What do the screens show for `Cc1ccc(CNS(=O)(=O)c2ccccc2[N+](=O)[O-])cc1`?
RBBP9 inhibitor: -4; NPY-Y1 antag: 1; NPY1 pot ag: -8; S1P4 antag: -17; BaF3 tox: 5; Ba/F3 V617F tox: 2; S1P4 agonist: 1.2; Runt-CBFb FRET: 0; NPY2 pot ag: -3

How did COc1cccc(-c2nn(-c3ccccc3)cc2CN2CCCO2)c1 do in these assays?
RBBP9 inhibitor: -3; NPY-Y1 antag: 1; NPY1 pot ag: 25; S1P4 antag: -8; BaF3 tox: 2; Ba/F3 V617F tox: -2; S1P4 agonist: 0.0; Runt-CBFb FRET: 1; NPY2 pot ag: 11

From PubChem BioAssay
